# PLK1 PBD inh: Plk1 polo box domain binding inhibitors, primary screen, biochemical, fluorescence polarization. Serine/threonine-protein kinase PLK1 (Homo sapiens), P53350. Plk1 PBD phosphopeptide binding. inhibition, %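 (tested at about 20 µM)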. 97,000 tested, 0.13% active. AID 693, 2007; in the data active = inhibition above about 34%, passing the limit was not always enough
# Target sequence (P53350 whole entry, looked up, the tested form may be a part): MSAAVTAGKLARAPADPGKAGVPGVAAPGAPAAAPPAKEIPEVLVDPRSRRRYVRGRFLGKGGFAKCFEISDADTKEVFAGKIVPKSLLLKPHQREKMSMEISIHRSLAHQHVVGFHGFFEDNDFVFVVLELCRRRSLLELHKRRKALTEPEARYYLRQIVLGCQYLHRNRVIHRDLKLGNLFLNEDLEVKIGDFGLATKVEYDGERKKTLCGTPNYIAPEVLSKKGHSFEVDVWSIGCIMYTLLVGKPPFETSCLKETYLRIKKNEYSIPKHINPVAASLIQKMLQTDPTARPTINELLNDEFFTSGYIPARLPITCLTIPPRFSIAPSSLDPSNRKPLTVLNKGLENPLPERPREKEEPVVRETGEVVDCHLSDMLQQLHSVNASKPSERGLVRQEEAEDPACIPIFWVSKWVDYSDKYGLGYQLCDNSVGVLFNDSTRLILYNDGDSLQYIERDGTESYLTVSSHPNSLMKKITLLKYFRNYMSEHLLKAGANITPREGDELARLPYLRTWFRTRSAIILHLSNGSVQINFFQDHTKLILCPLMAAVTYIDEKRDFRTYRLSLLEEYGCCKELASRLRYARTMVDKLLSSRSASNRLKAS
# S1P2 ag: S1P2 receptor agonists, primary screen, cell-based | Sphingosine 1-phosphate receptor 2 (Homo sapiens), O95136 | S1P2-expressing cell line, agonist reporter read-out | activation, % at 4.5 µM | 97,000 tested, 0.46% active | AID 729, 2007; in the data active = activation above about 16%;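 also: 0% = vehicle low control and 100% = maximal reference agonist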
# Target sequence (O95136 whole entry, looked up): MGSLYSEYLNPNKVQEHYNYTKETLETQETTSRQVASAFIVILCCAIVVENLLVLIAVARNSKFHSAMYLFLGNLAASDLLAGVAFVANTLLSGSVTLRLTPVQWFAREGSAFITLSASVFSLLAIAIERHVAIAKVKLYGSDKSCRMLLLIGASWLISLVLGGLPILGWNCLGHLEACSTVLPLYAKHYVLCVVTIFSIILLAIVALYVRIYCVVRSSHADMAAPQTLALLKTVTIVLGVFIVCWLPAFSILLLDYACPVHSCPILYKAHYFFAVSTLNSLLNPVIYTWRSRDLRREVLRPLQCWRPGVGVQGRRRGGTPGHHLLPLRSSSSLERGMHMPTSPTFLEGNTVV
# S1P2 blocker: human S1P2 receptor antagonists, primary screen, cell-based | Sphingosine 1-phosphate receptor 2 (Homo sapiens), O95136 | cell-based S1P2 antagonist assay, inhibition at 5 uM | inhibition, % at 5 µM | 97,000 tested, 0.21% active | AID 736, 2007; in the data active = inhibition above about 45%;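 also: CRE beta-lactamase reporter cells expressing human S1P2 stimulated with S1P; 0% = agonist at EC80 alone and 100% = agonist plus reference antagonist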
# Rev-RRE block: HIV-1 Rev-RRE binding inhibitors, primary screen, biochemical, FRET, protein-RNA interaction. AID 704, 2007. Rev peptide-RRE RNA binding. 97,000 tested, 0.79% active. inhibition, % at 8 µM. P05866;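 active = inhibition above the screen-wide mean plus 3 SD, cut at about 35% in these data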;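 also: 0% = median DMSO wells and 100% = median Neomycin B control wells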
# Target sequence (P05866 whole entry, looked up): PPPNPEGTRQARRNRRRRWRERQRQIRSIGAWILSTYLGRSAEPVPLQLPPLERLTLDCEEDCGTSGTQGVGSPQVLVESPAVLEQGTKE
#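 Test system: labelled RRE RNA duplex and labelled Rev peptide. Times: 5 min compound–RNA preincubation, then 15 min with peptide, 25 °C. Doses: single-dose 8 µM. Measured by: FRET, excitation 480 nm, emission 540 nm donor and 671 nm acceptor. Measure: % inhibition of FRET ratio versus controls.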
# MT1-MMP txn act: MT1-MMP promoter reporter activation – cell-based, luciferase luminescence, primary screen; 86,000 tested, 0.16% active; HT1080 MT1-MMP promoter luciferase reporter, overnight; stronger effect = higher value; activation factor at 10 µM;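 active = activation factor of at least 2 for MT1-MMP transcription at 10 µM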
# PLK1 inh: human PLK1 kinase inhibitors, primary screen, biochemical, TR-FRET; Serine/threonine-protein kinase PLK1 (Homo sapiens), P53350; recombinant PLK1 kinase, TR-FRET peptide phosphorylation; inhibition, % at 10 µM; 97,000 tested, 0.53% active;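 active = inhibition of 50% or more in the single-concentration screen; inactive = inhibition below 50%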;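 also: 0% = DMSO max control and 100% = H-89 dihydrochloride min control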
# EphB4 ephrin blk: EphB4-ephrin-B2 interaction antagonists, primary screen, biochemical, TNYL-RAW peptide probe, fluorescence polarization; Ephrin type-B receptor 4 (Homo sapiens), P54760; EphB4 LBD / TNYL-RAW-Alexa532 peptide; inhibition, % at 7 µM; 97,000 tested, 0.15% active; AID 720, 2007;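 active = inhibition above the screen-wide mean inhibition plus 3 SD, cut at about 15% in these data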;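 also: 0% = DMSO wells and 100% = excess unlabeled TNYL-RAW peptide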
# PLAP activator: PLAP enzyme activators, biochemical, luminescence, HTS. Alkaline phosphatase, placental type (Homo sapiens), P05187. AID 696, 2007. purified PLAP enzyme, luminescent substrate read-out; stronger effect = higher value. 96,000 tested, 1.2% active. activation fold at 20 µM; in the data active = activation fold above about 2
# FAK inh: FAK kinase inhibitors, primary screen, biochemical | AID 727, 2007 | inhibition, %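 (tested at 7 µM)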 | Focal adhesion kinase 1 (Homo sapiens), Q05397 | 97,000 tested, 0.84% active | biochemical FAK kinase activity assay; in the data active = inhibition above about 19%;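 also: 0% = DMSO and 100% = reference compound high control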
# * marks the source's active call; other numbers are inactive results; nt = no result given. Compounds were not picked by outcome, and some 3.9% of all compounds hit somewhere here.
# The first 3 records as a preview:
SMILES,PLK1 PBD inh,S1P2 ag,S1P2 blocker,Rev-RRE block,MT1-MMP txn act,PLK1 inh,EphB4 ephrin blk,PLAP activator,FAK inh
CCN(CC)C(=O)CSc1nnc(-c2ccco2)o1,-13,-6,-8,6,1.4,-13,2,nt,1
O=C(Cc1ccccc1)Nc1ccccc1N1CCOCC1,-5,-2,13,2,1.1,-1,-5,1.1,-2
Cc1cc(=O)n2[nH]c(-c3ccc(C(C)(C)C)cc3)cc2n1,-8,0,-12,4,nt,-10,4,0.8,2

# All compounds of this part, previewed entries included:
SMILES,PLK1 PBD inh,S1P2 ag,S1P2 blocker,Rev-RRE block,MT1-MMP txn act,PLK1 inh,EphB4 ephrin blk,PLAP activator,FAK inh
CCN(CC)C(=O)CSc1nnc(-c2ccco2)o1,-13,-6,-8,6,1.4,-13,2,nt,1
O=C(Cc1ccccc1)Nc1ccccc1N1CCOCC1,-5,-2,13,2,1.1,-1,-5,1.1,-2
Cc1cc(=O)n2[nH]c(-c3ccc(C(C)(C)C)cc3)cc2n1,-8,0,-12,4,nt,-10,4,0.8,2
Cc1onc(-c2ccccc2Cl)c1C(=O)Nc1nnc(-c2ccc(Br)cc2)s1,-23,-4,-22,9,nt,-31,0,1.3,-11
COc1ccc(OCCSc2n[nH]c(N)n2)cc1,9,-4,11,13,nt,-15,0,2.6*,-1
CCSC1=NCN(CCCC(=O)O)CN1,5,-6,6,11,0.9,-5,-5,1,-5
O=C(CCN1CCN(c2ccccc2)CC1)Nc1ccc(Cl)cc1,9,-8,4,10,1.1,-10,-1,nt,1
Cc1cc(C)n(C(=O)Cn2nc(C(F)F)cc2C)n1,-14,-2,-1,3,1.2,-10,0,nt,-2
COc1ccc2[nH]c3c(=O)n(CCCCC(=O)N4CCC(C(N)=O)CC4)c(=S)[nH]c3c2c1,-10,-3,1,-3,1.3,3,2,1,-1
CCOC(=O)c1sc(NC(=O)c2cc(-c3ccccc3)nc3ccccc23)c(C#N)c1C,8,-5,0,7,nt,-7,11,1.3,-3
CCCNC(=O)COC(=O)CCC(=O)c1ccc(F)cc1,15,-3,2,8,nt,-3,-2,1.2,0
CCCN1CCC(NC(=O)Nc2ccccc2C(=O)OC)CC1,16,-10,-44,6,nt,-31,1,1,-1
c1ccc2c(c1)ccc1nnc(-c3ccc4c(c3)OCO4)n12,-5,2,-25,9,1,-7,3,0.8,-2
COc1ccc(N2CCN(C(=O)CN(Cc3ccc(Cl)cc3)S(C)(=O)=O)CC2)cc1,11,-3,-10,-4,1.1,-12,-1,1.6,-1
COc1ccc(S(=O)(=O)N[C@@H](Cc2ccc(Cl)cc2)C(=O)N2CC[C@@]3(O)CCCC[C@H]3C2)cc1,-5,-1,13,6,1.1,-3,5,1.3,6
O=C(c1ccco1)N1CCN(C(c2ccc(F)cc2)c2nnnn2CC2CCCO2)CC1 (stereo unspecified),-11,-4,21,6,1,1,4,1.4,4
O=C(NC1CCCCC1)c1ccc(S(=O)(=O)N2CCOCC2)cc1,5,0,3,6,1,-7,-4,0.9,1
COC(=O)c1cscc1NC(C)=O,-9,-4,3,10,nt,-2,8,1,-1
O=C(Oc1cncc(Cl)c1)c1ccco1,-36,-3,2,10,1.3,-5,-2,nt,-1
COc1ccc(NC(=O)CSc2nnc(-c3ccccc3Cl)n2Cc2ccco2)c(OC)c1,2,-5,22,11,1,-8,2,1.4,0
CCOC(=O)c1sc(=S)sc1SCc1cccc(C(F)(F)F)c1,5,-5,4,12,nt,-11,-1,0.7,-1
c1ccc(Cn2nnc3c(NCC4CCCO4)ncnc32)cc1 (stereo unspecified),-18,-5,-5,3,1.2,-11,-3,1.3,4
COc1ccc(OC)c(NC(=O)C2CCN(c3ncccn3)CC2)c1,-4,-8,5,1,1.1,-13,0,1.1,0
Cc1ccc(S(=O)(=O)N2CCC(C(=O)N[C@@H](C)C(=O)Nc3ccc4c(c3)OCO4)CC2)cc1,-19,-5,12,4,1.3,-11,0,1.2,6
COCCn1c(CN2CC(C)CC(C)C2)nc2c1c(=O)n(C)c(=O)n2C (stereo unspecified),6,-2,0,0,1,68*,-3,1.6,3
SMILES,PLK1 PBD inh,S1P2 ag,S1P2 blocker,Rev-RRE block,MT1-MMP txn act,PLK1 inh,EphB4 ephrin blk,PLAP activator,FAK inh
COc1ccc(OC)c(N(CC(=O)N2CCCC2)S(=O)(=O)c2ccc(OC)c(OC)c2)c1,4,-6,2,-2,1.6,-2,-4,1.5,0
N#CCc1c(C#N)c(N)nc(N2CCN(Cc3ccc4c(c3)OCO4)CC2)c1C#N,-20,-5,-8,8,nt,-1,0,1.9,1
CCNc1nc(C)cc(COC)c1C#N,4,0,-20,6,1.1,0,-8,0.9,2
CCC1(C)Cc2c(c(=O)n(-c3ccccc3)c3ncnc(N)c23)CO1 (stereo unspecified),-8,-2,3,3,1,-8,3,0.8,-1
O=c1oc(-c2ccccc2F)nc2c1cnn2-c1ccccc1,36,-2,5,0,1.2,-4,2,0.8,0
Cc1cc(C)n(C(=O)CNC(=O)c2ccc3c(c2)OCCO3)n1,-7,-7,11,6,1.1,4,2,1.1,7
CCn1c(=NC(=O)CSC(C)=O)sc2ccccc21,-23,-6,17,7,nt,-5,0,0.6,-3
O=C(NCCc1ccccn1)C1CC(=O)N(Cc2ccccc2Cl)C1 (stereo unspecified),6,-4,9,8,1.5,-15,3,1,9
COc1ccc(C(=O)NCC(=O)NC2=NCCS2)cc1,15,-3,21,11,1.1,-14,-3,0.9,5
Cc1ccc(Nc2nc(C(=O)NCCCN3CCOCC3)cs2)cc1,-18,-5,7,2,1.2,-4,3,1.6,5
O=C(COc1ccc(Cl)cc1)NNC(=O)C(=O)N1CCCCC1,6,-2,-11,1,nt,-6,0,1.9,-4
O=C(c1cc2c(ccc3ccccc32)oc1=O)N1CCN(CCO)CC1,-23,-8,-1,8,1.1,-8,-10,nt,0
COc1cccc(C(c2nnnn2Cc2ccccc2)N2CCN(C3CCCC3)CC2)c1OC (stereo unspecified),-19,-1,34,5,1,-11,-12,1.6,-3
O=C(Cn1ncc2c1-c1ccccc1OC2)N1CCc2ccccc21,22,-3,11,-1,1.5,-6,-3,0.9,-10
COc1ccc(S(=O)(=O)/N=C2/C=CC(=O)C(C)=C2C)cc1,-7,-3,2,7,nt,-12,1,1,1
CCc1ccc(S(=O)(=O)NCc2cn3c(C)csc3n2)s1,-4,-6,12,10,1.1,2,1,1.5,-2
O=C(Oc1ccc2c(c1)OCO2)c1cccs1,16,0,1,11,1.2,-1,-2,0.8,2
COc1ccccc1CNC(=O)C1CCCN(S(=O)(=O)c2c(C)[nH]c(=O)[nH]c2=O)C1 (stereo unspecified),9,-5,-19,10,nt,-4,5,1.5,-2
CCc1c(C)nc2ncnn2c1NCc1cccs1,-10,-4,-6,4,nt,-6,-1,0.9,4
COc1cc(OC)c(-c2nc3c[n+](CC(=O)c4ccccc4)ccc3n2C)cc1OC,-10,-3,5,1,nt,-4,2,0.9,7
CC(C)(C)C(=O)N1CCN(c2c(Cl)cccc2[N+](=O)[O-])CC1,28,-5,19,2,nt,-14,-6,0.8,-2
O=C(CCN1CCN(C/C=C/c2ccccc2)CC1)Nc1ccccc1,30,-2,-24,-1,nt,0,3,1,-1
O=C(CSc1ncccn1)N1CCN(Cc2ccccc2)CC1,-23,-14,12,4,1.2,-7,6,nt,1
C=CCn1c(SCC(=O)Nc2cc(C)on2)nc2sc3c(c2c1=O)CCCC3,-10,-5,-11,11,nt,-5,4,0.9,0
CCc1ccccc1NC(=O)C1CC(c2ccc(F)cc2)=NO1 (stereo unspecified),-11,-2,-15,0,1.2,-9,-3,0.8,-1
SMILES,PLK1 PBD inh,S1P2 ag,S1P2 blocker,Rev-RRE block,MT1-MMP txn act,PLK1 inh,EphB4 ephrin blk,PLAP activator,FAK inh
Cc1ccc(NCCC(=O)c2cccc([N+](=O)[O-])c2)c(C)c1,-15,-7,8,1,nt,-8,-4,1.1,-1
Cc1ccc(C(=O)C2CCN(CC(=O)Nc3nc(C)cs3)CC2)cc1,-9,-13,-6,3,nt,4,-3,1.3,-7
COc1ccc(NC(=O)CN(c2cccc(F)c2)S(C)(=O)=O)cc1OC,-8,-3,-9,2,1.1,2,-2,0.9,0
Cc1ccc(Sc2nnc(-c3ccccc3)cc2C#N)cc1,21,-4,11,3,1.3,-6,-3,0.9,1
COC(=O)Cn1nc(-c2ccccc2)n(-c2ccccc2)c1=S,-7,0,-14,-5,1.1,0,-14,0.9,1
O=C(Nc1nc2ccccc2s1)C1CCCN1S(=O)(=O)c1ccc(Cl)cc1 (stereo unspecified),11,-6,-7,12,1.7,-4,-6,1.1,2
Cc1c(C(=O)NCCCN2CCCC2=O)oc2ccccc12,22,-6,8,2,1.1,-7,6,0.9,-2
O=C(c1ccco1)N1CCN(C(c2ccccn2)c2nnnn2C2CCCC2)CC1 (stereo unspecified),8,-1,-7,3,1.1,-12,2,nt,5
COc1cc(C2c3sc(=O)[nH]c3SC3C4CCC(C4)C23)ccc1O (stereo unspecified),-4,-6,-3,7,1.1,-11,7,1,0
CCN1CCN(CC(=O)c2c[nH]c3ccc(C)cc23)CC1,7,-3,6,8,1.1,-6,-8,1,0
CCC(C)NC(=O)c1cc(-c2ccccc2O)on1 (stereo unspecified),13,-5,18,1,1.2,-13,-1,0.9,-6
O=C(CCn1cccc1)Nc1cc(F)ccc1F,-35,3,15,2,1.2,-2,-2,0.9,-2
Cc1ccccc1NC(=O)NCCN1C(=O)C2C3C=CC(C3)C2C1=O (stereo unspecified),-21,-2,17,8,1.1,-1,1,1,0
COc1cccc(-c2nnc(SCC(=O)N3CCCc4ccccc43)o2)c1,-35,-6,13,10,1.1,-14,-2,1,5
CCOC(=O)N1CCN(C(=O)CCSCCc2ccncc2)CC1,-6,-6,19,6,1.3,-6,8,1.1,-1
COCCn1c(SCC(=O)N2CCCc3ccccc32)nnc1-c1ccco1,2,1,-13,0,1.1,-5,-10,1.1,3
COc1cccc(CNCCSc2nnnn2C)c1OC,-1,-7,-8,3,1,-8,3,0.8,1
CCCc1cc(C(=O)N/N=C/c2ccc(C)o2)c2ccccc2n1,2,-5,-23,1,nt,-5,-6,1.3,-10
Cc1ccc(S(=O)(=O)Nc2nc3ccccc3nc2N2CCc3ccccc3C2)cc1,-26,-4,-8,7,nt,-10,4,1.2,-8
Cc1ccccc1C(=O)NC1CCN(CC(=O)Nc2nccs2)CC1,17,-2,4,-1,1.2,-3,-1,1.2,-2
CCN(C(=O)CSc1nc(-c2ccccc2)c(-c2ccccc2)[nH]1)C1CCS(=O)(=O)C1 (stereo unspecified),2,-4,-7,2,1,-11,-3,1.6,6
COc1ccccc1NC(=O)c1cccs1,-1,-8,9,9,1.2,-1,12,0.9,1
CCOCC(=O)Nc1cc(C(F)(F)F)ccc1Oc1cccc(Br)c1,20,-4,-9,18,nt,-13,1,0.9,6
Cc1ccc(NS(=O)(=O)c2c(C)[nH]c(=O)[nH]c2=O)cc1C,-32,-3,-6,4,nt,4,12,1,0
Cc1ccc(S(=O)(=O)N2CCC(C(=O)NNS(=O)(=O)c3ccc(Cl)cc3)CC2)cc1,2,-1,20,11,nt,-6,3,1.3,0
O=C(CN1CCN(c2ccccc2)CC1)Nc1ccccc1C(F)(F)F,13,-4,-24,1,1,-1,6,0.9,-2

# Bioassay records deposited in PubChem by several laboratories.
